Rab9 promoter act: Rab9 promoter activation. Huh7 Rab9 promoter-luciferase reporter, luminescence, 24 h. Potency, µM (doses to about 9.22 µM), for inactives: top-dose activation, negative = inhibition, most hits filed as activators. 320,000 compounds, 2.8% hits; further: potency means the concentration at half of the fitted maximal effect; % of control where 0% means no effect; nearly all actives have a fitted effect of over 60% in size
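Cells were plated at 1500 per well in reduced-serum medium with 10% FBS and left 2 h. Compound in DMSO was then added for 24 h at 37 °C. Reporter signal was read by luminescence after 10 min with luciferase detection reagent.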
VP16 counter: inhibits Gal4-VP16 luciferase reporter, ROR gamma counter-screen; Drosophila S2 Gal4-VP16 UAS-luciferase, luminescence, 20 h; Potency, µM (top dose mostly 53.6 µM), for the others: top-dose activity, negative = inhibition, usual class: inhibitors; 310,000 compounds, 3.5% hits;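 further: Gal4-VP16 expression switched on by copper sulfate through the metallothionein promoter; potency means the concentration at half of the fitted maximal effect; on the % scale 0 is the no-effect control and ±100 the full control effect; nearly all actives have a fitted effect of over 50% in size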
Giardia kill: kills Giardia lamblia | activity change, % at 7.66 µM, hits read low | Giardia lamblia trophozoite viability | AID 540267 | 340,000 compounds, 0.15% hits; in the data active means activity change below about -80%; inconclusive means between about -30% and that limit;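 further: parasites exposed to compound for two days anaerobically before the ATP read; on the % scale 0 is the no-effect control and ±100 the full control effect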
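Giardia trophozoites, 100 cells per well, were exposed to compounds for 48 hrs at 37 deg C under anaerobic conditions; viability was then read as ATP content by bioluminescence after 15-30 min at room temperature.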
FBPA coupling cs: coupling enzyme interference in Giardia aldolase counter-screen; coupling enzyme system counterscreen, AmpLite Red fluorescence; activity change, negative = inhibition, % at 58.2 µM, hits read low; 290,000 compounds, 0.67% hits; in the data active means activity change below about -30%; further: on the % scale 0 is the no-effect control and ±100 the full control effect
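Counterscreen lacking aldolase: glyceraldehyde-3-phosphate coupling-enzyme reagent preincubated 10 min at RT with compound (at 57.5 uM final), then substrate/coupling system with AmpLite Red added; fluorescence read at 525/598 nm after 20 min RT.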
KCNH2 3.1 inh: KCNH2 3.1 (human) potassium channel inhibition. U2OS KCNH2 3.1, thallium flux FluxOr; stronger effect = lower value. activity change, % (tested at about 1.8 µM). 340,000 compounds, 0.95% hits. AID 720553;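 active means maximum activity change below -70%; inconclusive means maximum activity change from -70% to -50%; inactive means maximum activity change above -50%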;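 further: thallium influx rate constant from kinetic fluorescence after stimulation buffer; on the % scale 0 is the no-effect control and ±100 the full control effect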
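Channel expression came from 3.1 mutant virus (1.77 x 10^8 /mL) applied to suspended U2OS cells for 4 h. Flux was tracked with FluxOr dye plus Red40 quencher, and kinetic rate constants normalized to controls.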
ELG1 genotox: induces genotoxicity in HEK293T cells with luciferase-tagged ELG1; Potency, µM (titrated, usually from 46 µM), inactives show at the highest dose activity change, positive = activation, usual class: activators; 330,000 compounds, 1.3% hits; HEK293T ELG1-luciferase reporter, luminescence, 16 h; further: potency means the concentration at half of the fitted maximal effect; % of control where 0% means no effect; nearly all actives have a fitted effect of over 60% in size
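HEK293T cells expressing luciferase-tagged ELG1 were treated with compound or DMSO for 16 hr at 37°C. Luciferase activity was then read after 30 min with ONE-Glo at room temperature; rising signal flags genetic stress.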
Tb PFK block: blocks T. brucei phosphofructokinase. O15648. T. brucei PFK, ADP-Glo luminescence. Potency, µM (top dose mostly 57.5 µM), inactives show at the top dose activity, negative = inhibition, actives largely listed as inhibitors. 330,000 compounds, 0.17% hits;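 further: potency means the concentration at half of the fitted maximal effect; 0% = uninhibited 1x PFK enzyme wells and -100% = no-enzyme wells; nearly all actives have a fitted effect of over 60% in size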
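Activity is normalized to no-enzyme wells (full inhibition) and 1.25 nM enzyme wells (no inhibition). Reaction: 0.5 mM F6P, 0.1 mM ATP, 45 min RT, ADP-Glo luminescence; concentration-response curves fitted and classed by quality.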
FLuc counter: counter-screen for miR-21 project: firefly luciferase inhibitors or activators; AID 588342; P08659; purified FLuc, Km substrates, luminescence inhibition; Potency, µM (series often up to 57.5 µM), inactives show at the top dose activity change, negative = inhibition, most hits filed as inhibitors; 360,000 compounds, 6.9% hits;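 further: potency means the concentration at half of the fitted maximal effect; plate controls were vehicle for no effect and reference inhibitor for full effect; nearly all actives have a fitted effect of over 55% in size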
Target sequence (P08659 whole entry, looked up): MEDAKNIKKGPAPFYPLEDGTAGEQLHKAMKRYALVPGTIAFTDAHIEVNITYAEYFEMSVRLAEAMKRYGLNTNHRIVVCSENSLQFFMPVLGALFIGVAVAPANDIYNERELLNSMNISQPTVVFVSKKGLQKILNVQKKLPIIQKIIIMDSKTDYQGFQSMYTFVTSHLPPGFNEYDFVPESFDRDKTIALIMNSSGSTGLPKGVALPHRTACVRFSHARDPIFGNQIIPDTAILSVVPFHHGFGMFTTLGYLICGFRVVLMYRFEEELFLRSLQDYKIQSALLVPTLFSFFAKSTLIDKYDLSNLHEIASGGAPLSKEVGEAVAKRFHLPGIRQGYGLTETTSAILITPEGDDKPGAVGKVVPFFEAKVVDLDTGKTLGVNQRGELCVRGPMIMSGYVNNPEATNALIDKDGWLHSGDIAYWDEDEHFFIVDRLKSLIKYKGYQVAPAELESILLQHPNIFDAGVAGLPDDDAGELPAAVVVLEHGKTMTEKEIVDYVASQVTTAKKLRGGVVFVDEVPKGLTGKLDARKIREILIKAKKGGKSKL
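Purified P. pyralis luciferase, 10 nM final, with Km-level 10 uM D-luciferin and 10 uM ATP in 50 mM Tris acetate pH 7.5, 10 mM Mg acetate, 0.01% Tween-20, 0.05% BSA; 6-point qHTS titration about 60 µM downward; luminescence read.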
NPC1 promoter act: activates the NPC1 promoter | Huh7 NPC1 promoter luciferase reporter, 24 h | Potency, µM (titrated, usually from 9.22 µM), for the others: top-dose activation, most hits filed as activators | 320,000 compounds, 2.4% hits;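 further: potency means the concentration at half of the fitted maximal effect; % of control where 0% means no effect; nearly all actives have a fitted effect of over 60% in size; reporter is driven by a mutant NPC1 promoter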
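Luciferase expression driven by the NPC1 promoter was measured in stably transfected Huh7 cells after a 24 h compound incubation, using a luciferase reagent and a luminescence read.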
RORgamma inh: blocks mouse ROR gamma transcriptional activity | Drosophila S2 Gal4-RORgamma UAS-luciferase reporter, 20 h | Potency, µM (series often up to 53.6 µM), for inactives: top-dose activity change, negative = inhibition, most hits filed as inhibitors | 310,000 compounds, 5.4% hits | AID 2551; further: potency means the concentration at half of the fitted maximal effect; on the % scale 0 is the no-effect control and ±100 the full control effect; nearly all actives have a fitted effect of over 60% in size
Target sequence (P51450 whole entry, looked up, the tested form may be a part): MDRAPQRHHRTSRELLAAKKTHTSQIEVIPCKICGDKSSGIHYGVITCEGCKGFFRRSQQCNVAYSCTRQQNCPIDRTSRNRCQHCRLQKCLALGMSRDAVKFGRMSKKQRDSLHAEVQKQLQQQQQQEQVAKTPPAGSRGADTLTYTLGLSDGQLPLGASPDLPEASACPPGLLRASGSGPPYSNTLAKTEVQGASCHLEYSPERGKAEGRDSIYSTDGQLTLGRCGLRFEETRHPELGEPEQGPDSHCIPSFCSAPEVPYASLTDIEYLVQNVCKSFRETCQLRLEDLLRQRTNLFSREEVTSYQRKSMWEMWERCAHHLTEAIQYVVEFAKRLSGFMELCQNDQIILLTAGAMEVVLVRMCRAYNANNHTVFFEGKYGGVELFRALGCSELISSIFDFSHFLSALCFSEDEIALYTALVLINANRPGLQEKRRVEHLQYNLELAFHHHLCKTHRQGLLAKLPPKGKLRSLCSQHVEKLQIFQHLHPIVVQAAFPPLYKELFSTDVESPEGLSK
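Luminescence from a UAS-regulated Photinus luciferase reporter in stably transfected Drosophila Schneider cells is measured; decreased signal marks ROR gamma inhibition. Fusion expression is induced by 700 uM copper sulfate for 20 hr.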
uPA generation: blocks generation of uPA at the cell surface; cell surface uPA generation assay, qHTS; Potency, µM (doses to about 38.3 µM), for the others: at the highest dose activity change, negative = inhibition, usual class: inhibitors; 330,000 compounds, 0.31% hits; AID 540303; active means well fitted inhibition curve with a large enough effect; inconclusive means small, poorly fitted or top-dose-only effect; inactive means no such curve, though single readings can be large or run the other way; tested in mouse RAW 264.7 cells; further: potency means the concentration at half of the fitted maximal effect; on the % scale 0 is the no-effect control and ±100 the full control effect; nearly all actives have a fitted effect of over 55% in size
Numbers without * were called inactive; ? = inconclusive; nt = no result given; [ ] = another dose, or the depositor's remark. Unless noted, the call rests on the fitted dose curve; in most records, active means well fitted curve in the direction sought with a large enough effect; inconclusive means small, poorly fitted or top-dose-only effect, or another doubt; inactive means no such curve, though single readings can be large; an effect the other way counts as inactive or inconclusive. Compounds were not picked by outcome, and some 14% of all compounds hit somewhere here.

SMILES	Rab9 promoter act	VP16 counter	Giardia kill	FBPA coupling cs	KCNH2 3.1 inh	ELG1 genotox	Tb PFK block	FLuc counter	NPC1 promoter act	RORgamma inh	uPA generation
CCNc1nc(SCCOc2ccc(C)cc2)nc(N(C)C)n1	-9.6%	?	1.7	-1.8	-3.9	-2.7%	6.4%	3.4%	-3.1%	-94.0%	-3.8%
CCc1nnc(NC(=O)[C@@H](NC(=O)c2cccc(C)c2)C(C)C)s1	-0.2%	-13.8%	16.3	0.1	-11.5	1.0%	0.0%	3.7%	-3.9%	21.1%	0.5%
COc1cccc(-c2noc(CCC(=O)N3CCN(c4cc(C)ccc4C)CC3)n2)c1	nt	nt	-21.5	nt	17.2	-0.3%	-9.2%	nt	nt	nt	10.1%
CN(C)c1ccc(/C=N/NC(=O)c2ccc(CN3CCOCC3)cc2)cc1Br	-1.3%	16.1%	3.0	-0.1	9.0	-4.6%	0.1%	19µM*	-12.7%	8.2%	2.4%
CCCCCCNC(=O)N[C@H](C(=O)NCCC[C@H]1CN2C(=NC[C@H]2C)N1CCC(c1ccccc1)c1ccccc1)C(C)O (some centres undefined)	-5.0%	?	nt	-0.4	nt	6.1%	-18.6%	?	4.0%	-4.2%	nt
Cc1cccc(/C=N\N=C\c2cccc(C)c2)c1	24.6%	-7.7%	10.3	-0.6	-15.4	16.2%	-6.5%	8.49µM*	?	3.5%	3.6%
O=C1CCN(Cc2ccccc2)C(=O)N1c1ccccc1	-1.4%	0.3%	9.1	0.8	-11.3	0.2%	-1.3%	-1.7%	-1.6%	-11.9%	-0.6%
O=C(O)CNS(=O)(=O)c1cccc2nsnc12	0.6%	6.6%	-0.7	2.9	-5.6	-2.0%	4.6%	4.7%	0.7%	-0.9%	-0.7%
O=C(N/N=C/c1ccc(Cl)cc1Cl)c1n[nH]c2c1CCCC2	13.6%	2.0%	-6.0	-2.2	4.6	?	-0.1%	?	0.0%	16.8%	-4.7%
COc1cc(NC(=O)c2ccc(-c3ccc(Br)cc3)o2)ccc1NC(=O)C(C)C	-10.4%	-20.6%	7.9	0.4	nt	13.0%	4.0%	-2.9%	-5.1%	9.2%	-5.5%
CN(Cc1ccccc1)C(=O)COC(=O)c1ccccc1NS(=O)(=O)c1cccc(N)c1	0.4%	-4.1%	-23.9	9.4	4.5	1.6%	-5.0%	-4.5%	-0.1%	1.8%	1.0%
C=CC[C@H](CC(=O)N(CCO)Cc1ccccc1)C(=O)N[C@@H](COC(=O)[C@H](CC=C)CC(=O)OC(C)(C)C)Cc1c[nH]c2ccccc12	nt	nt	4.6	nt	-18.0	-4.8%	7.8%	nt	nt	nt	-25.6%
COc1ccc(-c2nnc(SCC(=O)NCc3cccs3)n2C(C)C)cc1	0.1%	16.9%	6.2	3.0	0.3	-0.9%	2.7%	10.6%	-2.7%	-6.3%	7.5%
Cc1ccc(N(C(=O)C2CCCO2)C2C=CS(=O)(=O)C2)cc1Cl (centres undefined)	1.9%	-0.1%	23.5	0.3	-8.2	0.5%	20.8%	3.4%[2.3 µM]	1.0%	21.2%	4.0%
S=C(c1ccccc1)N1CCN(C(=S)c2ccccc2)CC1	0.2%	?	-5.9	3.8	4.6	-3.0%	3.0%	-12.0%	-2.9%	3.4%	1.5%
COc1ccccc1-c1nnc(SCC(=O)Nc2ccc(S(N)(=O)=O)cc2)n1C	-0.8%	-0.2%	-6.8	3.4	6.6	-0.3%	0.3%	-0.4%	0.9%	0.8%	nt
Cc1cccc(NS(=O)(=O)c2cccc(C(=O)N3CCN(c4ccccn4)CC3)c2)c1	-1.3%	1.9%	12.3	-0.5	-2.7	-18.6%	3.4%	-0.2%	11.5%	35.0%	12.2%
Cc1ccnc2nc(C(=O)OCC(=O)Nc3ccccc3C(C)(C)C)nn12	3.9%	2.9%	20.4	4.1	2.1	3.3%	-3.0%	-1.7%	-2.5%	5.9%	15.8%
Cc1nc2ccccn2c1/C(O)=C1\C(=O)C(=O)N(CCN(C)C)C1c1ccco1 (centres undefined)	0.7%	9.8%[10 µM]	-9.9	0.3	16.9	-1.0%	7.8%	-1.5%	-0.7%	-3.3%	3.1%
O=C(CC1=NCCNC(c2ccccc2)C1)c1ccccc1O (centres undefined)	?	-5.2%	8.7	6.9	-37.7	9.4%	1.1%	0.1%	16.5%	-29.3%	1.0%
Cc1ccc(N=Nc2[nH]c3ccccc3c2O)cc1	19.4%	?	3.1	-5.3	-4.7	?	0.1%	?	5.2%	9.0%	1.7%
COc1ccccc1N(CC(=O)NCCSc1ccccc1)S(C)(=O)=O	0.0%	2.7%	6.6	-1.5	-17.5	1.2%	1.5%	8.1%	-7.7%	?	-0.1%
c1ccc(-c2ccc3c(c2)NCCN3)cc1	-1.2%[1.84 µM]	16.3%	-16.4	-2.3	0.0	10.5%	-4.8%	13.5µM*	?	-9.2%	-18.9%
COCC(=O)Nc1nc2n(n1)C(c1ccccc1)CC(c1ccc(OC)cc1)N2 (centres undefined)	1.7%	0.4%	-10.1	1.2	-0.3	4.3%	-1.8%	-3.6%	-1.5%	-4.3%	nt
O=C(Cn1cnnn1)NCCc1ccc(Cl)cc1Cl	1.0%	4.8%	-11.1	2.5	-5.1	-0.2%	-2.7%	-0.3%	1.8%	-16.6%	-1.5%
Cc1cc(C)n2nc(SCC(=O)N3CCCC3)nc2n1	nt	nt	-10.0	nt	-2.1	3.1%	0.0%	nt	nt	nt	0.1%
O=C(CCn1ccc2ccccc21)NC1CCCc2ccccc21 (centres undefined)	5.2%	11.7%	-1.5	-0.1	-35.5	-6.8%	0.3%	2.9%	-1.5%	15.7%	13.8%
CCOC(=O)C1CCN(C(=O)CN2C(=O)C(C(C)C)Oc3ccccc32)CC1 (centres undefined)	5.9%	0.5%	5.5	-0.5	-7.0	6.1%	-0.8%	-1.3%	3.4%	0.3%	-18.7%
C=CCOC(=O)C1=C[C@@H](c2coc3ccccc3c2=O)C[C@@H](OCc2ccc(CO)cc2)O1	-2.2%	5.0%	-3.6	-3.9	5.3	-5.3%	4.8%	0.8%	0.7%	-11.2%	53.0%[activator]
COc1ccc(C(=O)CSc2nnc3ccc(-c4ccccn4)nn23)cc1	-0.2%	-13.9%[10 µM]	4.2	0.2	-5.5	10.4%	-7.2%	-1.7%	-0.3%	2.9%	0.0%
Cc1ccc(C(=O)OCC(=O)Nc2ccccc2C(F)(F)F)cc1S(=O)(=O)N1CCOCC1	1.9%	?	-19.8	4.1	-1.6	0.3%	0.4%	1.8%	2.9%	4.5%	-0.8%
CN(CC(=O)NCC1CCCCC1)CC(=O)Nc1ccccc1Br	-0.2%	nt	4.7	nt	-0.4	-1.1%	14.3%	1.0%	2.4%	nt	-14.0%
COc1cc2c(-c3ccc4c(c3)OCO4)c(-c3ccsc3)oc(=O)c2cc1OC	nt	nt	-15.0	nt	-48.9	0.9%	-2.5%	nt	nt	nt	-1.1%
COc1ccc(S(=O)(=O)N2CCN(C(=O)c3cnc(C)cn3)CC2)cc1	-0.1%	6.9%	4.0	-3.6	-18.3	-1.2%	-6.0%	1.9%	0.6%	10.3%	-1.3%
Cc1cc(S(=O)(=O)NCCCN2CCOCC2)ccc1Br	-3.3%	nt	-0.4	nt	27.1	0.3%	3.0%	-2.0%	0.2%	nt	6.6%
COc1cccc2cc(C(=O)c3ccc([N+](=O)[O-])cc3)oc12	?	-6.8%	0.4	-0.1	-4.8	8.0%	-1.1%	?	23.9%	-5.9%	-5.2%
COc1ccccc1CNC(=O)N1CCN(c2ccccc2)CC1	-3.4%	-2.9%	11.3	-0.6	3.6	-2.5%	4.3%	3.1%	-5.1%	19.8%	0.0%
Cc1cc(NC(=O)COC(=O)C2CC(=O)N(c3cccc(C)c3C)C2)no1 (centres undefined)	-2.5%	4.1%	7.0	0.9	12.1	0.8%	0.5%	0.9%	-6.0%	-1.9%	-9.9%
Cn1c(N)c(C(=O)COC(=O)C2=COCCO2)c(=O)n(C)c1=O	10.8%	15.4%	21.2	1.1	4.1	-2.1%	-0.3%	0.0%	0.3%	3.4%	-5.3%
Cc1nn(CC(=O)NCCc2ccccc2)c(=O)c2ccccc12	-4.3%	-0.2%	0.7	2.0	-11.2	0.2%	2.7%	5.9%	-0.7%	-16.9%[10 µM]	1.0%
Cc1snc(S(=O)(=O)/C(C#N)=N/Nc2ccc(C(F)(F)F)cc2)c1C#N	7.5%	-0.1%	-6.0	10.6	0.7	-1.7%	-9.1%	-8.7%	-1.2%	-22.5%	0.6%
CN(CCOc1ccc(F)cc1)Cc1ccccc1	-1.7%	12.2%	-2.8	-1.6	-3.0	-4.1%	0.2%	0.0%	0.9%	3.6%[1.91 µM]	0.9%

Screens: PubChem BioAssay, National Center for Advancing Translational Sciences (NCATS)
